# Assay outcomes deposited in PubChem BioAssay by several laboratories.
# S1P3 antagonist: S1P3 (human) receptor antagonism; CHO S1P3 NFAT-BLA reporter, FRET fluorescence, antagonist mode; inhibition, % at 4.98 µM; 170,000 compounds, 0.27% hits;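 active means inhibition above the plate cutoff, the mean inhibition of test wells on that plate plus 3 SD, cut at about 28% in these data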;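 further: cells challenged with S1P at its EC80 of 0.8 µM; blue over green emission ratio from cleaved BLA substrate after 4 h stimulation; 0% = S1P-stimulated wells and 100% = unstimulated DMSO-only wells; some compounds past the cut are filed as inactive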
# Target sequence (Q99500 whole entry, looked up): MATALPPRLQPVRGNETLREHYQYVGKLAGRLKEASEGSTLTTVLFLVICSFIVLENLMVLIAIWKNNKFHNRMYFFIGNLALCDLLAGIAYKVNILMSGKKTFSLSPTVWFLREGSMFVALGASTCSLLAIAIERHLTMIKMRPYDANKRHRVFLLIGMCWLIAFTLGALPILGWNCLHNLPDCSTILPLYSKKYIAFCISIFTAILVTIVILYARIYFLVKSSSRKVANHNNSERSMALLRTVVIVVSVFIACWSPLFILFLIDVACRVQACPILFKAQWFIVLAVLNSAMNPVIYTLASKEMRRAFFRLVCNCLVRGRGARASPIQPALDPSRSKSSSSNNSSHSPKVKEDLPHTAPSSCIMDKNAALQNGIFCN
# ROMK mod: modulates human ROMK potassium channel activity; P48048; Tet-inducible ROMK, thallium flux fluorescence; actives lie on both sides; B-score at 10 µM; 130,000 compounds, 2% hits; AID 1918;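 active means signal ratio slope over the read window, or its plate-corrected B-score, at least 3 SD from the plate mean, either direction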;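 further: B-score of the F/F0 ratio slope over 7 to 12 s after thallium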
# Target sequence (P48048 whole entry, looked up): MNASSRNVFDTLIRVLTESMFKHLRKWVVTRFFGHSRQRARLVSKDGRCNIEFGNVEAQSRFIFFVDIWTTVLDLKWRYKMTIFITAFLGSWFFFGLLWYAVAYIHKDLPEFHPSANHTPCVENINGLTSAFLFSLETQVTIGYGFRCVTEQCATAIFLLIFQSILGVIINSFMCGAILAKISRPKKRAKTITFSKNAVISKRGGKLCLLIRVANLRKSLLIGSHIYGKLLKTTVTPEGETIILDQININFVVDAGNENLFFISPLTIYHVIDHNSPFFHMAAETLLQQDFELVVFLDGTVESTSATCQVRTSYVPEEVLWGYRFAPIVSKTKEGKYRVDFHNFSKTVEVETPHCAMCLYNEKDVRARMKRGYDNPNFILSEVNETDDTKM
# G6PDH CS: inhibits Leuconostoc G6PDH, flagging false hits in G6PDH-based assays | Purified L. mesenteroides G6PDH, diaphorase/resazurin coupled fluorescence, 45 min | inhibition, % at 5 µM | 200,000 compounds, 0.12% hits | AID 1020; in the data active means inhibition above about 50%
# PMI act: activators of human phosphomannose isomerase; P34949; purified human PMI, coupled resazurin fluorescence, 20 min; active compounds read high; 1 = vehicle control, 0 substrate-free wells; activation factor at 20 µM; 190,000 compounds, 0.005% hits;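 active means activation factor of 2 or more at 20 µM, relative to plate controls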
# PMI act hi M6P: activators of human phosphomannose isomerase at near-saturating mannose 6-phosphate; coupled PMI enzyme assay, resazurin fluorescence, 20 min; active compounds read high; 1 = untreated enzyme, 0 = substrate-free blank; 190,000 compounds, 0.34% hits; AID 1216; P34949; activation factor at 20 µM;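 active means activation factor of 2 or more at 20 µM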
#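 Technique: Diaphorase-driven resazurin-to-resorufin fluorescence, excitation 544, emission 590 nm | Assay system: Human PMI in coupled enzyme assay | Times: Enzyme reaction with compound 20 min at room temperature | Medium: HEPES-buffered pH 7.4 with magnesium and detergent | Reagent: Mannose-6-phosphate 1.0 mM (near-saturating) plus 0.22 mM NADP+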
# PPARg SRC3 recr: PPARgamma-driven SRC-3 recruitment agonism; 200,000 compounds, 0.26% hits; activation, % at 8 µM; biochemical PPARgamma/SRC-3 coactivator recruitment assay; P37231; in the data active means activation above about 23%;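 further: 0% = DMSO and 100% = reference agonist; some compounds past the cut are filed as inactive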
# PPARg SRC-1 ag: PPARgamma-driven SRC-1 recruitment agonism; AID 631; PPARgamma-SRC-1 coactivator recruitment biochemical assay; activation, % at 8 µM; 200,000 compounds, 0.41% hits; P37231; in the data active means activation above about 19%;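 further: 0% = DMSO and 100% = reference agonist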
# SRC2 TRFRET art: TR-FRET artefact, counter-screen to PPARgamma/SRC-2 agonist assay. TR-FRET ratio at 8 µM. AID 1049. active compounds read high. 200,000 compounds, 0.4% hits; in the data active means TR-FRET ratio above about 2000; further: inactives centre near 1500
# Diaphorase act: activates diaphorase or chemically reduces, flagging diaphorase assay artifacts | Diaphorase/resazurin coupled assay, resorufin fluorescence, 16 min; active compounds read high; 1 = vehicle wells, 0 = NADH-free wells | activation factor at 20 µM | AID 1229 | 190,000 compounds, 0.005% hits;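 active means diaphorase activity raised at least twofold by the compound at 20 µM; inactive means activation factor below 2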
#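 Material: Purified diaphorase enzyme from Clostridium kluyveri | Buffer or medium: 50 mM HEPES pH 7.4 with 4.542 mM MgCl2, 0.005% Tween 20 | Times: 16 min enzyme reaction, ambient temperature | Signal: Red resorufin fluorescence at 544/590 nm excitation/emission | Measure: Increased resorufin signal from activators or reducing compounds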
# PPARg SRC-2 ag: PPARgamma-driven SRC-2 recruitment agonism; PPARgamma LBD-SRC-2 recruitment, biochemical; activation, % at 8 µM; 200,000 compounds, 0.34% hits; AID 1032; in the data active means activation above about 22%;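 further: 0% = vehicle and 100% = reference agonist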
# Diaph inh CS: inhibits diaphorase or chemically oxidizes, flagging diaphorase assay artifacts; diaphorase resazurin-to-resorufin fluorescence, NADH, 16 min; bacterial (C. kluyveri) enzyme, not human; inhibition, % at 20 µM; 190,000 compounds, 0.69% hits;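 active means primary screen inhibition at 20 µM above a set limit, cut at about 50% in these data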;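 further: plate controls were DMSO with full reaction for no effect and wells lacking NADH for full effect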
#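 System: Diaphorase enzyme from Clostridium kluyveri | Amount: Enzyme working solution with 0.14 U/mL diaphorase | Benchmarks: No-NADH positive control and DMSO neutral control | Signal: Fluorescence of resorufin formed from resazurin, Ex 544/Em 590 nm | Schedule: 16-min room-temperature incubation before reading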
# Starred values were filed as active, the others as inactive; / = not tested or not shown.
# Codes: A = S1P3 antagonist; B = ROMK mod; C = G6PDH CS; D = PMI act; E = PMI act hi M6P; F = PPARg SRC3 recr; G = PPARg SRC-1 ag; H = SRC2 TRFRET art; I = Diaphorase act; J = PPARg SRC-2 ag; K = Diaph inh CS
COc1ccc(C2=NOC(CN3C(=O)c4ccccc4S3(=O)=O)C2)cc1 (centres undefined)
  A: -23; B: -0.81; C: 10; D: 0.9; E: 1; F: 17; G: -5; H: 1471; I: 1; J: 14; K: -3

CC(O)c1nc2ccccc2n1CC(=O)Nc1ccc2c(c1)OCCO2 (centres undefined)
  A: -18; B: 0.23; C: 11; D: 0.9; E: 0.7; F: 5; G: -10; H: 1509; I: 0.9; J: -2; K: 13

Cc1cc(N2CCN(c3ccccc3)CC2)nc(-c2ccccc2O)n1
  A: /; B: -1; C: 0; D: 0.9; E: 1; F: 0; G: 2; H: 1493; I: 0.9; J: 3; K: 7

COC(=O)c1nc2ccc(N3CCOCC3)cc2c(C)c1C(=O)OC
  A: -2; B: -0.88; C: 24; D: 0.8; E: 0.4; F: 5; G: -6; H: 1585; I: 0.7; J: -1; K: 31

C=C(C)CSc1nnc([C@H](CCSC)NC(=O)OC(C)(C)C)o1
  A: 11; B: /; C: 0; D: 1.1; E: 1.1; F: 8; G: 2; H: 1449; I: 1.1; J: 8; K: -8

CCn1c(=NC(=O)CSC(C)=O)sc2cc(OC)ccc21
  A: -21; B: /; C: 3; D: 1; E: 1; F: 3; G: -2; H: 1432; I: 0.9; J: -1; K: 9

CSc1nc2oc3c(c2c2nncn12)CC(C)(C)SC3
  A: -22; B: /; C: 7; D: 1.4; E: 2.6*; F: 2; G: 10; H: 1779; I: 1; J: 12; K: -4

CCSc1cc(N2CCOCC2)nc(-c2ccc(Cl)cc2)n1
  A: -13; B: 0.49; C: -5; D: 1; E: 1; F: 2; G: 5; H: 1490; I: 1; J: 6; K: -4

c1ccc(OCCSc2nc3ccccc3o2)cc1
  A: 1; B: /; C: 14; D: 0.9; E: 1; F: -7; G: -4; H: 1363; I: 0.8; J: -2; K: 23

COc1ccccc1NS(=O)(=O)c1cc(NC(=S)NCC2CCCO2)ccc1C (centres undefined)
  A: -2; B: -0.4; C: -1; D: 0.9; E: 0.9; F: 2; G: 3; H: 1716; I: 0.5; J: 3; K: 46

COC(=O)c1ccccc1NC(=O)c1ccc(COc2ccc3c(c2)CCC3)cc1
  A: /; B: /; C: 0; D: 0.8; E: 0.8; F: 2; G: 1; H: 1481; I: 0.9; J: -2; K: 8

CC(C)/C(=N\NS(=O)(=O)c1ccc(Br)cc1)c1cccs1
  A: 12; B: 0.016; C: 1; D: 1; E: 1; F: -4; G: 4; H: 1629; I: 0.9; J: -8; K: 9

Cc1cc2[nH]ncc2cc1NC(=S)NC(=O)c1ccccc1
  A: /; B: /; C: 7; D: 0.8; E: 0.9; F: 2; G: 2; H: 1340; I: 0.9; J: -3; K: 12

CCNc1ccccc(-c2ccc3ccccc3n2)c1=O
  A: 9; B: /; C: 9; D: 1.2; E: 0.8; F: 3; G: 10; H: 1580; I: 0.6; J: 7; K: 39

O=S(=O)(c1ccc(S(=O)(=O)N2CCN(C3CCCCC3)CC2)cc1)N1CCCCCC1
  A: -39; B: /; C: 5; D: 1.1; E: 1.1; F: /; G: /; H: /; I: 1.1; J: /; K: -10

NS(=O)(=O)c1ccc(NC(=O)CN2CCN(Cc3ccccc3)CC2)cc1
  A: -16; B: /; C: 2; D: 1; E: 1.1; F: 2; G: 4; H: 1655; I: 0.9; J: 10; K: 9

O=C(Nc1ccc2nc(-c3cccnc3)[nH]c2c1)C1CCCCC1
  A: /; B: -0.73; C: 7; D: 1.1; E: 1.1; F: -3; G: 4; H: 1570; I: 0.9; J: 3; K: 13

CC1CCN(C(=O)c2cc3nc(C4CC4)cc(C(F)(F)F)n3n2)CC1
  A: /; B: /; C: 10; D: 1; E: 0.9; F: 15; G: -3; H: 1440; I: 0.9; J: 2; K: 9

COC(=O)c1ccsc1NC(=O)c1cccc(OC)c1
  A: 14; B: -1.8; C: 9; D: 1; E: 1; F: 6; G: 7; H: 1482; I: 0.9; J: -4; K: 13

O=C(CSc1ccc(-c2ccccc2)nn1)c1cccs1
  A: -7; B: /; C: -4; D: 1.2; E: 1; F: 1; G: -3; H: 1579; I: 0.8; J: 7; K: 23

# The list goes on; the last two above are carried over.
# Codes: A = S1P3 antagonist; B = ROMK mod; C = G6PDH CS; D = PMI act; E = PMI act hi M6P; F = PPARg SRC3 recr; G = PPARg SRC-1 ag; H = SRC2 TRFRET art; I = Diaphorase act; J = PPARg SRC-2 ag; K = Diaph inh CS
COC(=O)c1ccsc1NC(=O)c1cccc(OC)c1
  A: 14; B: -1.8; C: 9; D: 1; E: 1; F: 6; G: 7; H: 1482; I: 0.9; J: -4; K: 13

O=C(CSc1ccc(-c2ccccc2)nn1)c1cccs1
  A: -7; B: /; C: -4; D: 1.2; E: 1; F: 1; G: -3; H: 1579; I: 0.8; J: 7; K: 23

CCOC(=O)N1CCN(c2ccc(O)cc2)CC1
  A: /; B: -0.15; C: 8; D: 0.8; E: 0.8; F: -5; G: 1; H: 1491; I: 0.8; J: 9; K: 21

Cc1ccc2[nH]c(=O)c(CN(CCc3ccccc3)Cc3nnnn3CC3CCCO3)cc2c1 (centres undefined)
  A: -10; B: -2; C: 7; D: 1.5; E: 1.7; F: 0; G: -4; H: 1428; I: 0.7; J: -9; K: 29

COC(=O)c1ccc(NC(=O)COc2ccc(S(=O)(=O)NC(C)C)cc2)cc1
  A: -1; B: -0.02; C: 7; D: 1; E: 1; F: 11; G: 0; H: 1618; I: 0.9; J: 10; K: 6

COC(=O)C1=C(C)NC(=O)NC1/C=C/c1ccccc1 (centres undefined)
  A: -15; B: /; C: 2; D: 0.8; E: 0.9; F: -15; G: -2; H: 1440; I: 0.8; J: -6; K: 17

COc1ccc(C[C@H]2CN3C(=NC[C@@H]3C(C)C)N2CCNC(=O)c2ccc(C)c(Br)c2)cc1
  A: 1; B: /; C: 4; D: 1; E: 1; F: 2; G: 18; H: 1596; I: 1.1; J: 12; K: -13

Cc1cccc(-n2nc3c(c2NC(=O)CCC2CCCCC2)CS(=O)C3)c1C (centres undefined)
  A: -17; B: /; C: -4; D: 1; E: 1; F: 3; G: 3; H: 1736; I: 0.9; J: -2; K: 12

O=C(NC(=S)N1CCCc2ccccc21)c1ccccc1
  A: /; B: /; C: 5; D: 0.9; E: 1; F: -9; G: 0; H: 1559; I: 0.8; J: 10; K: 21

CN(C)S(=O)(=O)c1cccc(-c2nn(-c3ccccc3)cc2/C=C(/C#N)C(=O)NCc2ccco2)c1
  A: -22; B: /; C: -25; D: 0.9; E: 0.9; F: 4; G: 3; H: 1470; I: 0.9; J: 1; K: 13

Cc1ccc(S(=O)(=O)N2CCN(Cc3nc4ccccc4n3C)CC2)cc1
  A: 20; B: /; C: 8; D: 1; E: 1; F: 4; G: -4; H: 1511; I: 1; J: -1; K: -2

Brc1ccc2ncnc(NCc3ccco3)c2c1
  A: -20; B: -2.4; C: 10; D: 1; E: 1; F: 5; G: 3; H: 1456; I: 0.9; J: 14; K: 12

# Four entries from above, sorted by the value under PMI act, rising.
Molecule	S1P3 antagonist	ROMK mod	G6PDH CS	PMI act	PMI act hi M6P	PPARg SRC3 recr	PPARg SRC-1 ag	Diaphorase act	PPARg SRC-2 ag	Diaph inh CS
CCOC(=O)N1CCN(c2ccc(O)cc2)CC1	/	-0.15	8	0.8	0.8	-5	1	0.8	9	21
CN(C)S(=O)(=O)c1cccc(-c2nn(-c3ccccc3)cc2/C=C(/C#N)C(=O)NCc2ccco2)c1	-22	/	-25	0.9	0.9	4	3	0.9	1	13
Cc1cccc(-n2nc3c(c2NC(=O)CCC2CCCCC2)CS(=O)C3)c1C (centres undefined)	-17	/	-4	1	1	3	3	0.9	-2	12
Cc1ccc2[nH]c(=O)c(CN(CCc3ccccc3)Cc3nnnn3CC3CCCO3)cc2c1 (centres undefined)	-10	-2	7	1.5	1.7	0	-4	0.7	-9	29

# (more compounds)
# Codes: A = S1P3 antagonist; B = ROMK mod; C = G6PDH CS; D = PMI act; E = PMI act hi M6P; F = PPARg SRC3 recr; G = PPARg SRC-1 ag; H = SRC2 TRFRET art; I = Diaphorase act; J = PPARg SRC-2 ag; K = Diaph inh CS
CN1CCN(CC/C=C2/c3ccccc3Sc3ccc(S(=O)(=O)N(C)C)cc32)CC1
  A: -11; B: /; C: 14; D: 1; E: 1; F: -2; G: -7; H: 1355; I: 0.8; J: -7; K: 22

CCc1n[nH]c2c1C(=O)CC(C)(C)C2
  A: -10; B: 0.28; C: -2; D: 0.9; E: 0.9; F: 8; G: 4; H: 1461; I: 0.9; J: -2; K: 12

O=C1C=C(O)CC(c2cccs2)C1 (centres undefined)
  A: /; B: -1.9; C: 9; D: 0.8; E: 0.9; F: -1; G: 1; H: 1476; I: 0.9; J: 4; K: 14

Cc1nc2ccccc2n1CC(=O)NC1CCCC1
  A: 1; B: -0.42; C: 3; D: 1; E: 1; F: -3; G: 2; H: 1526; I: 0.9; J: -10; K: 9

COc1ccc(C2NN=C(c3ccc(C)cc3)S2)cc1OC (centres undefined)
  A: -28; B: 0.024; C: 7; D: 1.8; E: 2.9*; F: 1; G: 3; H: 1483; I: 0.9; J: -6; K: 6

CCOC(=O)C1(Cc2ccccc2)CCN(Cc2nccn2CC)CC1
  A: -15; B: 1.3; C: 9; D: 0.9; E: 0.9; F: -1; G: 0; H: 1660; I: 0.9; J: 6; K: 10

COc1ccc2c(c1)c1nc3ccccc3nc1n2CCCN1C(=O)c2ccccc2C1=O
  A: -7; B: /; C: -22; D: 0.9; E: 1; F: 4; G: 8; H: 1705; I: 0.9; J: 0; K: 7

Cc1ccc(S(=O)(=O)N(CC(=O)NN=C2CCN(C)CC2)c2ccc(F)cc2)cc1
  A: 4; B: -0.046; C: 3; D: 1; E: 0.9; F: 5; G: 2; H: 1632; I: 0.9; J: 3; K: 14

CCc1ccc(/C=C2\SC(N3CCOCC3)=NC2=O)cc1
  A: -16; B: -0.94; C: 0; D: 1; E: 1; F: 3; G: 8; H: 1888; I: 0.8; J: 13; K: 21

N#C/C(=C1/CCCN1)c1ccccn1
  A: /; B: -0.38; C: -1; D: 1; E: 1; F: -1; G: -6; H: 1435; I: 1; J: 3; K: 5
